Assay outcomes as filed in PubChem BioAssay.
Nrf2 inh: Nrf2 pathway inhibition. A549 ARE-Fluc reporter, luciferase luminescence, 18-24 h. Potency, µM (highest dose often 46 µM), inactives show top-dose activity change, negative = inhibition, most hits filed as inhibitors. 360,000 tested, 2.1% active. AID 504444; note: potency is the fitted concentration of half-maximal effect; % is set by controls: 0 for no effect and ±100 for the full control effect; nearly all actives have a fitted effect of over 60% in size
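A549 ARE_Fluc cells, 5000/well, 5% FBS OPTI-MEM; compounds in dose-response, 18-24 h at 37 °C/5% CO2; CellTiter-Fluor viability read (Ex 405/Em 525), then BugLite luciferase luminescence = Nrf2 activity.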
Nrf2 activator: activators of Nrf2 (ARE) signaling; Potency, µM (doses to about 46.1 µM), without a hit: at the top dose activation, hits mostly activators; AREc32 ARE-luciferase reporter (MCF7-derived line), luminescence, 24 h; 410,000 tested, 0.31% active; AID 624171; note: potency is the fitted concentration of half-maximal effect; % of control where 0% means no effect; nearly all actives have a fitted effect of over 65% in size
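Cells of the AREc32 ARE-luciferase line are plated in OPTI-MEM containing 5% FBS and left overnight at 37 deg C. Compounds are pinned in, incubation continues 24 hr, and firefly luciferase signal is then measured.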
MmCpn inh: inhibitors of Methanococcus maripaludis chaperonin (MmCpn); purified Mm-Cpn ATPase, ADP Transcreener TR-FRET; Potency, µM (highest dose often 76.9 µM), inactives show at the highest dose activity, negative = inhibition, actives largely listed as inhibitors; 330,000 tested, 0.031% active; AID 504842; note: potency is the fitted concentration of half-maximal effect; % is set by controls: 0 for no effect and ±100 for the full control effect; nearly all actives have a fitted effect of over 80% in size
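25 nM Mm-CPN + cpd, 10 min 37°C; + 10 uM ATP, 30 min 37°C; buffer 30 mM Tris pH 7.4, 100 mM KCl, 5 mM MgCl2, 1 mM DTT; Transcreener ADP HTRF detection 30 min RT.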
TGFb inhibitor: blocks TGF-b signaling; HepG2 CAGA-GFP TGF-b/SMAD3 reporter, GFP fluorescence, 18 h; TGF-beta stimulated, 500 pg/mL final; Potency, µM (doses to about 46.1 µM), inactives show at the top dose activity, negative = inhibition, hits mostly inhibitors; 410,000 tested, 1.2% active; AID 588855; note: potency is the fitted concentration of half-maximal effect; % is set by controls: 0 for no effect and ±100 for the full control effect; nearly all actives have a fitted effect of over 65% in size
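HEPG2 CAGA-GFP, 1000 cells/well; 2 h settle, 37 C; cpd via pin tool; TGF-b 500 pg/mL final; 18 h, 37 C; GFP imaging ex488/em500-530; %Activity normalised to -TGF-b and +DMSO controls; CRC fit, curve class.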
CCT chaperon mod: modulators of cytosolic chaperonin (CCT/TRiC) activity. AID 651819. purified chaperonin ATPase assay, HTRF ADP detection, 30 min. activity change, % (no concentration beside the values), hits read low. 360,000 tested, 0.3% active; in the data active = activity change below about -30%; note: % is set by controls: 0 for no effect and ±100 for the full control effect
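Nucleotide hydrolysis assay: TRiC at 20–40 nM final (set by batch activity) with 10 uM ATP, 30 min at 37 °C, in presence of 76 uM compound. Detection by competitive ADP HTRF, 30 min ambient.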
Akt phos inh: blocks phosphorylation of Akt; Neuro2A IGF-stimulated pAkt S473 HTRF, 20 min; active compounds read low; activity change, % for hits at 50 µM; 360,000 tested, 0.32% active; AID 651550; in the data active = activity change below about -80%; inconclusive = mostly about -51% to -80%; note: % is set by controls: 0 for no effect and ±100 for the full control effect
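Neuro2A cells in DMEM with 0.5% FBS, overnight at 37 deg C, given compound at single 50 µM final, then IGF (6 nM final) for 20 min at 37 deg C. Lysed; phospho-Akt Ser473 by HTRF after 24 h, 665/615 ratio.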
HepG2 viability: kills HepG2 cells in TGF-b inhibitor counter-screen | HepG2 CAGA-GFP viability, ATP luminescence, 18 h | Potency, µM (titrated, usually from 46.1 µM), inactives show top-dose activity change, negative = cytotoxicity, hits mostly cytotoxic | 410,000 tested, 0.76% active | AID 588856; note: potency is the fitted concentration of half-maximal effect; some results filed as inactive show a strong effect at the top dose
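CellTiter-Glo luminescence gave cytotoxicity after 18 hours at 37 degrees C. The cells were HepG2 CAGA-GFP in 1% FBS DMEM, stimulated with 500 pg/mL TGF-beta after compound addition. %Activity was normalised to no-cell wells (complete cell-killing) and DMSO (no toxicity), and curves were fitted and classified.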
A549 viability: A549 cytotoxicity, counter-screen for Nrf2 inhibitors; A549 ARE-Fluc cells, CellTiter-Fluor viability, 18-24 h; 390,000 tested, 0.16% active; Potency, µM (doses to about 46 µM), without a hit: at the top dose activity change, negative = cytotoxicity, hits mostly inhibitors; note: potency is the fitted concentration of half-maximal effect; % is set by controls: 0 for no effect and ±100 for the full control effect
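A549 ARE_Fluc cells in 5% FBS OPTI-MEM were exposed to compounds in concentration-response for 18-24 h at 37 deg C. Viability was read by CellTiter-Fluor fluorescence (Ex 405/Em 525) after 30 min, before the luciferase read.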
Abeta rescue: restores growth of yeast expressing A-beta42 peptide. 410,000 tested, 0.063% active. Potency, µM (doses to about 46.1 µM), inactives show top-dose growth rescue, actives largely listed as activators. yeast expressing A-beta42, growth rescue, OD600, 48 h; response scale: 0% DMSO, 100% iron-clioquinol control. AID 1347071; note: potency is the fitted concentration of half-maximal effect; nearly all actives have a fitted effect of over 55% in size
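Growth rescue measured by 600 nm absorbance after 48 h yeast culture at 30 C with compound. Values normalized between DMSO and an equimolar ferric chloride plus clioquinol control.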
Active calls of the source: *; i = inactive; u = inconclusive; x = not tested or not shown; [ ] = remark or other dose. Unless noted, calls come from the whole dose curve; as a rule, active = well fitted curve in the direction sought with a large enough effect; inconclusive = small, poorly fitted or top-dose-only effect, or another doubt; inactive = no such curve, though single readings can be large; an effect the other way counts as inactive or inconclusive.

nr	Structure	Nrf2 inh	Nrf2 activator	MmCpn inh	TGFb inhibitor	CCT chaperon mod
1	CC1CCc2c(sc(NC(=O)C3CCCO3)c2C#N)C1 (stereo unspecified)	u	2.9%	-1%	18%	-0.6
2	Cc1ccc2nc(-c3c[nH]c4ccccc34)c(Nc3ccccc3)n2c1	5%	28%	x	30%	x
3	O=C(CN1C(=O)C2CC=CCC2C1=O)Nc1ccc(Br)cc1 (stereo unspecified)	17%	0.3%	-4%	3%	-4.4
4	CCOc1ccc(-c2nonc2NC(=O)COc2c(C)cc(C)cc2C)cc1OCC	-6%	1.3%	x	u	x
5	Cc1nc(C)c(-c2ccccc2)c(=O)[nH]1	x	-0.5%	-1%	u	-0.2
6	CCOC(=O)CC1=CCc2c1ccc(OC)c2OC	14%	3.0%	x	3%	-3.9
7	COc1ccc(C(C)(O)c2nc(-c3cccc(C(=O)O)c3)cs2)cc1 (stereo unspecified)	x	0.4%	x	-6%	-1.3
8	Cc1ccc(-c2ccc(C3C4C=CCCC4(C)C(=O)N3Cc3ccccc3)c(F)c2)cc1 (stereo unspecified)	-27%	x	x	4%	x
9	COc1cccc(C(=O)N2CCN(c3ccc(N4CCOCC4)nn3)CC2)c1	2%	-0.5%	0%	8%	3.1
10	COc1cc(C2C(C(=O)OC(C)C)=C(C)Nc3[nH]c(=O)[nH]c(=O)c32)ccc1O (stereo unspecified)	2%	0.2%	0%	-4%	1.8
11	C[C@@H]1COC(=O)[C@@H](Cc2ccc(F)cc2)C/C=C\C[C@@H](CC(=O)N[C@H](CO)Cc2ccccc2)C(=O)N1	3%	-1.0%	1%	u	-4.3
12	CC1CCCC(C)N1C(=O)c1cc(-c2cccs2)on1 (stereo unspecified)	23%	1.8%	2%	-8%	-0.6

nr	Akt phos inh	HepG2 viability	A549 viability	Abeta rescue
1	i	-28%	3%	-3%
2	x	-19%	-7%	-4%
3	i	10%	-3%	6%
4	x	-35%	-9%	-20%
5	i	10%	-4%	-1%
6	i	-10%	2%	0%
7	i	1%	x	-12%
8	x	-6%	12%	x
9	i	-1%	7%	-11%
10	x	5%	-1%	-11%
11	i	-1%	-1%	-24%
12	i	3%	3%	-11%

The list goes on:
nr	Structure	Nrf2 inh	Nrf2 activator	MmCpn inh	TGFb inhibitor	CCT chaperon mod
13	O=C(NCc1nnc(SCC(=O)N2CCCc3ccccc32)o1)c1ccco1	4%	0.1%	-7%	-11%	-1.8
14	Cc1cc(NS(=O)(=O)c2ccc(NC(=O)COc3ccc(Cl)cc3)cc2)nc(C)n1	u	0.3%	x	-1%	x
15	Cc1ccc(NC2=NC3(CCCCC3)N=C(N)N2)c(C)c1	23%	0.0%	-1%	17%	-0.7
16	O=C(C1CCC1)N1CCc2cc(S(=O)(=O)NC3CCCC3)ccc21	u	-0.1%	2%	16%	-1.3
17	COc1ccc(OC)c(S(=O)(=O)NC2CC(=O)N(c3ccc(C)c(C)c3)C2)c1 (stereo unspecified)	4%	-0.8%	0%	-17%	2.1
18	CC1(C)CC(=O)c2sc(NS(=O)(=O)c3ccc([N+](=O)[O-])cc3)nc2C1	11%	-0.5%	-1%	-2%	-11
19	O=C(O)CNc1nc(-c2ccccc2)nc2c1oc1ccccc12	-20%	20%	1%	0%	0.9
20	COC(=O)C1=C(C(=O)OC)[C@@H]2Nc3ccccc3[C@@]23C[C@@H](C(=O)OC)N(C(=O)CC(C)C)C3=N1	4%	0.0%	x	14%	1.0
21	CC(=O)Nc1ccc(CN(C)c2c(C)nc3ccc(C(=O)N4CCN(c5ccccc5)CC4)cn23)cc1	x	1.0%	x	-6%	0.3
22	COc1ccc(C)cc1NC(=O)C1CCN(C(=O)C2CC(=O)N(c3ccc(C)cc3)C2)CC1 (stereo unspecified)	-2%	-1.6%	1%	-2%	-0.7
23	N=C1/C(=C/c2cccn2Cc2ccc(F)cc2)C(=O)N=C2SC=CN12	15%	-0.3%	-5%	24%	-0.3
24	COc1ccccc1Cc1nc2ccccc2nc1SCC(=O)N1CCCc2ccccc21	x	-1.0%	x	46%[activator]	x

nr	Akt phos inh	HepG2 viability	A549 viability	Abeta rescue
13	i	-17%	0%	2%
14	x	-2%	5%	4%
15	i	-19%	1%	9%
16	i	0%	-6%	-2%
17	i	-1%	-7%	18%
18	i	1%	1%	9%
19	i	-12%	-8%	-15%
20	i	-2%	0%	-12%
21	i	-19%	x	-7%
22	i	-9%	-6%	5%
23	i	-29%	-12%	u
24	x	1%	-1%	-12%

Single records, as listed above.
Entry for COc1ccc(OC)c(S(=O)(=O)NC2CC(=O)N(c3ccc(C)c(C)c3)C2)c1 (stereo unspecified) : Nrf2 inh = 4%; Nrf2 activator = -0.8%; MmCpn inh = 0%; TGFb inhibitor = -17%; CCT chaperon mod = 2.1; Akt phos inh = i; HepG2 viability = -1%; A549 viability = -7%; Abeta rescue = 18%
Entry for N=C1/C(=C/c2cccn2Cc2ccc(F)cc2)C(=O)N=C2SC=CN12 : Nrf2 inh = 15%; Nrf2 activator = -0.3%; MmCpn inh = -5%; TGFb inhibitor = 24%; CCT chaperon mod = -0.3; Akt phos inh = i; HepG2 viability = -29%; A549 viability = -12%; Abeta rescue = u

Next part.
nr	Structure	Nrf2 inh	Nrf2 activator	MmCpn inh	TGFb inhibitor	CCT chaperon mod
25	CC(C)CN1CCNC(=O)C1CC(=O)NCc1cnn(-c2cccc(F)c2)c1 (stereo unspecified)	13%	0.3%	-1%	4%	0.1
26	O=C(Nc1ccccc1C(F)(F)F)c1cnccn1	9%	-0.1%	-2%	-9%	-4.2
27	O=C(C1=NN[C@@H]2C(=O)N(c3cccc(F)c3)C(=O)[C@H]12)c1cnccn1	5%	4.6%	0%	17%	0.8
28	COc1ccc(CCNC(=O)COc2cc(C)cc3oc(=O)cc(C)c23)cc1	-3%	-1.1%	0%	7%	0.1
29	CC1(c2ccccc2)NC(=O)N(CC(=O)NNC(=O)c2ccccc2)C1=O (stereo unspecified)	0%	-0.5%	-1%	-3%	-1.3
30	Cc1ccc(C)c2[nH]c(=O)c(CN(Cc3ccco3)S(=O)(=O)c3ccc4c(c3)OCCO4)cc12	3%	4.8%	0%	-7%	-3.3
31	CC1(C)Cc2c(cnn2-c2ccccc2)C(NC(=O)CCN2CCCCO2)C1 (stereo unspecified)	8%	4.9%	0%	5%	-0.8
32	O=C(O)c1ccc(-c2ccccn2)s1	21%	2.4%	-15%	2%	-3.8
33	CCOC(=O)c1ccc(N2C(=O)c3n[nH]c(-c4cccs4)c3C2c2cccc(F)c2)cc1 (stereo unspecified)	u	-4.7%	x	u	x
34	COc1ccc(C(=O)NC(C)c2nnc(SCc3ccc(Cl)c(Cl)c3)n2C)cc1 (stereo unspecified)	u	-0.3%	1%	-16%	-2.0
35	Nn1c(SCCOc2ccccc2)nnc1-c1cccnc1	11%	3.2%	0%	-2%	-1.5
36	COc1ccc(N2CCN(C(=O)c3ccc4c(c3)N(Cc3ccc(F)cc3)C(=O)c3ccccc3S4=O)CC2)cc1 (stereo unspecified)	-6%	0.9%	x	u	x

nr	Akt phos inh	HepG2 viability	A549 viability	Abeta rescue
25	i	6%	9%	4%
26	i	-18%	9%	1%
27	i	18%	1%	4%
28	i	-13%	1%	x
29	i	3%	6%	u
30	i	-21%	-9%[1.84 µM]	-5%
31	i	1%	-1%	13%
32	i	-18%	0%	-7%
33	x	-96%	-2%	4%
34	i	-8%	-8%	-2%
35	i	-13%	6%	2%
36	x	-26%	-13%	-6%

(continued)
nr	Structure	Nrf2 inh	Nrf2 activator	MmCpn inh	TGFb inhibitor	CCT chaperon mod
37	O=C(/C=C/c1ccc2c(c1)OCCO2)c1ccccc1	u	u	-8%	u	-3.7
38	CCOC(=O)C1CCCCN1Cc1cccc(F)c1 (stereo unspecified)	1%	0.4%	-5%	-6%	1.3
39	N#Cc1cnn(-c2nc3sc4c(c3c(=O)[nH]2)CCCC4)c1N	-11%	2.1%	-12%	3%	-0.9
40	Cc1ccnc(NC(=O)c2ccc(OCc3c(C)noc3C)cc2)c1	3%	-0.5%	0%	u	-2.0
41	CC(C)N(C(=O)Cn1c(-c2cccnc2)ccc(C#N)c1=O)C(C)C	-16%	-0.6%	1%	0%	-2.4
42	CCCCC(O)(c1ccc(F)cc1)C(CN1CCOCC1)c1ccc(Cl)cc1 (stereo unspecified)	u	0.6%	-30%	u	0.6
43	Cn1c(=O)[nH]c(=O)c2c1nc(Sc1ncccn1)n2CCCc1ccccc1	9%	-0.4%	-3%	1%	0.5
44	COc1ccc([C@H]2N[C@]3(CCCN(Cc4ccc(Cl)cc4)C3=O)[C@H]3C(=O)N(Cc4ccccc4)C(=O)[C@@H]23)cc1	x	-0.3%	x	7%	1.6
45	COc1ccc(Br)cc1/C=N/NC(=O)c1cccnc1	u	0.5%	-8%	-3%	0.2
46	C[C@H]1CN=C(N(C)C)N1CCCC1CCCCC1	0%	-0.6%	3%	4%	-0.6

nr	Akt phos inh	HepG2 viability	A549 viability	Abeta rescue
37	i	-69%	12%	-20%
38	i	0%	-2%	19%
39	i	-24%	-7%	20%
40	i	-20%	1%	-4%
41	i	-4%	-7%	6%
42	i	-57%	-19%	11%
43	i	-11%	6%	5%
44	i	-34%	x	3%
45	i	-4%	0%	-20%
46	i	0%	1%	-24%

Rows were taken by chance; overall some 4.3% were active at least once.
